STK33 kinase inh – inhibitors of purified STK33 kinase, primary screen, biochemical, ADP-Glo luminescence, homogeneous, cell-free | Serine/threonine-protein kinase 33 (Homo sapiens), Q9BYT3 | MBP phosphorylation | inhibition, % at 10 µM | 0.073% of 320,000 active | AID 2661, 2010;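 active = inhibition at or above 25%, using the most active replicate where run in duplicate; inactive = inhibition below 25%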
Target sequence (Q9BYT3 whole entry, looked up): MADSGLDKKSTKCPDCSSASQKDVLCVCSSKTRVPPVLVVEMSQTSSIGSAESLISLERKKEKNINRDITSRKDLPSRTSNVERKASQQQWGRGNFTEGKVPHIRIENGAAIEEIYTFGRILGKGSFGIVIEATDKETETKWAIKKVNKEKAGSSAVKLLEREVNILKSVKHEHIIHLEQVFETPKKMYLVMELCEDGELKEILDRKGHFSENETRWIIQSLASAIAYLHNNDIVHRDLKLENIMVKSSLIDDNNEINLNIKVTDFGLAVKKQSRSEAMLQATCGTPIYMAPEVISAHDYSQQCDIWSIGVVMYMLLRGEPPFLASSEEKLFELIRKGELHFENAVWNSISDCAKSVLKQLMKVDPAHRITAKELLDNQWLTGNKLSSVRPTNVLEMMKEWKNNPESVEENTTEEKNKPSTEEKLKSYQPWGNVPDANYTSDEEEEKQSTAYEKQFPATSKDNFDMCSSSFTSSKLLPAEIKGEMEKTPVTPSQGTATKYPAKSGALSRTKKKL
CHT PAM – CHT positive allosteric modulators, primary screen, cell-based, membrane potential dye, choline EC20 | High affinity choline transporter 1 (Homo sapiens), Q9GZV3 | CHT-expressing cells; stronger effect = higher value; LV-AA mutant CHT in HEK293 cells | B-score at 10 µM | 0.49% of 310,000 active | AID 488977, 2010;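 active = initial fluorescence not abnormally high and integrated response B-score, plate-corrected, over 3 SD above library mean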
Target sequence (Q9GZV3 whole entry, looked up): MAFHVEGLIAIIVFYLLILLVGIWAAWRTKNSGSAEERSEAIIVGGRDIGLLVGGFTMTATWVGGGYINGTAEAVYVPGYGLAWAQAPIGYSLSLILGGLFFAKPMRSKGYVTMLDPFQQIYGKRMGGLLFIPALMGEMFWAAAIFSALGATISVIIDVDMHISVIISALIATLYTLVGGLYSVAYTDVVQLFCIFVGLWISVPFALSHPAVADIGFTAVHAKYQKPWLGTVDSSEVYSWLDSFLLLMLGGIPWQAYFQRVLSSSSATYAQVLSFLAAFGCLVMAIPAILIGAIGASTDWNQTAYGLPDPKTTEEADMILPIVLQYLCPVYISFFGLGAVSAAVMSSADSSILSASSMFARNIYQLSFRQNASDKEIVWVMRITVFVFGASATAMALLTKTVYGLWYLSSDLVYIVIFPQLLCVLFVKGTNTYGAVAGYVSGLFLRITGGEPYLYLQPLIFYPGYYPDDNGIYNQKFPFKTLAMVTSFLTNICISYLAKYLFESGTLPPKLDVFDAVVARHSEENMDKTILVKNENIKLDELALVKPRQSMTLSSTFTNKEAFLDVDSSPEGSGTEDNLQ
CHT block – inhibitors of human choline transporter CHT | AID 488975, 2010 | B-score at 10 µM | High affinity choline transporter 1 (Homo sapiens), Q9GZV3 | CHT-expressing cells, membrane potential dye, choline response; stronger effect = lower value | 0.86% of 310,000 active;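 active = B-score over 3 SD under the library average, and starting fluorescence ratio not unusually high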;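 note: choline stimulus applied at its EC90 after an EC20 pre-addition; B-score computed on integrated fluorescence ratio after choline addition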
The depositor's hits bear a star; i = inactive; nt = no result given.

SMILES	STK33 kinase inh	CHT PAM	CHT block
NC(=O)C1CCCN(C(=O)c2ccc3nc(Cc4cccc(Cl)c4)oc3c2)C1 (stereo not drawn)	-0.8	i	i
Cc1ccc(S(=O)(=O)NCCC2(C(C)C)CCOC(C)(C)C2)cc1 (stereo not drawn)	-2.3	i	i
COc1cccc(/C=N/NC(=O)CCn2nnc3ccccc32)c1	-1.2	i	i
CCO[C@@H]1OC(C(=O)Nc2ccccc2)=C[C@H](c2ccc(Br)cc2)[C@H]1CCCO	-1.9	i	i
O=C(NCc1cccs1)c1ccc(Br)o1	-0.5	i	i
COc1ccccc1C1c2[nH]c3ccccc3c2C[C@H]2C(=O)N(C3CCN(Cc4ccccc4)CC3)CC(=O)N12 (stereo partly drawn)	0.3	i	i
CCOC(=O)C(C)Oc1cccc2c(=O)n(CC(=O)NCc3ccc(F)cc3)ccc12 (stereo not drawn)	-1.3	i	i
c1ccc(C[C@H]2CN=C(Nc3ccccc3)N2CCC2CCCC2)cc1	-0.6	i	-6.8*
COc1ccc(NC(=O)CN(C)C(=O)CC2CCCCC2)cc1	-2.9	i	i
Cc1cc(C)n(S(=O)(=O)c2cccc(Cl)c2Cl)n1	-1.7	i	i
CC(=O)c1ccc(NC(=O)C(C)OC(=O)c2cccc(-n3cnnn3)c2)cc1 (stereo not drawn)	-0.7	i	i
Cc1ccc(Cn2c(C(=O)NCCCN3CCOCC3)cc3sccc32)cc1	-1.1	i	i
CCOC(=O)N1CCC(n2c(=S)[nH]c3ccccc3c2=O)CC1	0.6	i	i
Cc1ccc(NC(=O)CSCc2cc(=O)n3cc(C)sc3n2)c(C)c1	-0.6	i	i
COc1ccc(/C(O)=C2/C(=O)C(=O)N(c3ncccn3)C2c2ccc(F)cc2)cc1 (stereo not drawn)	-8.6	i	i
C(=N\Nc1nn[nH]n1)/c1ccccc1	0.3	i	i
CCOc1ccc(/C=N/Nc2cc(C)nc(N3CCOCC3)n2)cc1	-1.7	i	i
CCOC(=O)c1cnc(Nc2nc3ccccc3o2)nc1CSC(=S)N(CC)CC	0.1	i	i
CCOc1ccc(NC(=S)N2C3CCCC2CC(NC(=O)C2CC2)C3)cc1 (stereo not drawn)	1.8	i	i
O=C(NC1CCCCC1)OCCN1CCN(Cc2ccccc2)CCC1=O	-0.7	i	i
NC1=NC[C@@H](Cc2ccc(O)cc2)N1CC1CCCCC1	-0.1	i	i
CSc1ccccc1NC(=O)CN1CCCCC1C (stereo not drawn)	0.4	i	i
CC1(C)OC(=O)C(=CSc2ccc(C(C)(C)C)cc2)C(=O)O1	0.9	i	i
COc1ccc(C2=NOC(Cn3nc(C(=O)NCc4ccco4)cc3-c3ccccc3)C2)cc1 (stereo not drawn)	-1.1	i	i
O=C(c1ccco1)N1CCN(C(=O)C2CCCN(S(=O)(=O)Cc3ccccc3)C2)CC1 (stereo not drawn)	0.1	i	i
Cc1cc(/C=C2\NC(=S)NC2=O)c(C)n1-c1cccnc1	-0.7	i	i
CC1CCCN(c2nc3c(c(=O)n(C)c(=O)n3C)n2CCSc2nc3ccccc3o2)C1 (stereo not drawn)	-0.9	i	i
CN(C(=O)C1CC1)C1CCS(=O)(=O)C1 (stereo not drawn)	-0.1	i	i
Cc1nc2cc(NC(=O)C3COc4ccccc4O3)ccc2s1 (stereo not drawn)	-0.3	i	i
Cc1ccc(OCCN(C)C(=O)C2CCC(=O)N(CC3CCCCC3)C2)cc1 (stereo not drawn)	-0.4	i	i
COc1ccc(NC(=O)c2ccc3c(=O)n(Cc4ccco4)c(=S)[nH]c3c2)c(OC)c1	-0.5	i	i
CCOc1ccc(-n2c(C)cc(/C=N\NC(=O)CC(=O)NC3CCCCC3)c2C)cc1	-1.7	i	i
CC(=O)Nc1ccc(S(=O)(=O)N2CCN(S(=O)(=O)N3CCCCCC3)CC2)cc1	-0.3	i	i
COc1ccc(C(=O)COC(=O)CCN=C2NS(=O)(=O)c3ccccc32)cc1OC	1.1	i	i
COC(=O)C(CCCCNC(=O)OCc1ccccc1)NC(=O)CN (stereo not drawn)	0.4	i	i
CCOC(=O)c1c(NC(=O)c2cc(-c3ccc(Cl)s3)nc3ccccc23)sc(C(N)=O)c1C	-2.1	i	i
COc1ccc(/C=N/NC(=O)c2ccn[nH]2)cc1Cn1nc(C)c([N+](=O)[O-])c1C	2.1	i	i
CCCC(=O)N(Cc1cc2cc(C)ccc2[nH]c1=O)c1ccccc1OC	0.7	i	i
CC(C)SCC(=O)Nc1ncc2c(n1)-c1ccccc1CC2	-0.3	i	i
COc1ccc(NC(=O)N2CCC(c3nc(-c4cccs4)no3)CC2)cc1	-0.5	i	i
CC(=O)c1cccc(NC(=O)CCCCCn2nnc3ccccc3c2=O)c1	-0.3	i	i
CCN(CC)C(=O)Cn1cc(/C=C(\C#N)C(=O)NC2CC2)c2ccccc21	nt	i	i
O=[N+]([O-])c1ccc(Cl)c(CN2CCSCC2)c1	0.5	i	i
O=C(Cn1cc([N+](=O)[O-])cn1)Nc1ccccn1	-0.3	i	i
O=C(CCCn1c(=O)oc2ccccc21)N1CCN(c2ccccn2)CC1	-0.6	i	i
CCOC(=O)c1c(C)noc1-c1ccco1	0.3	i	i
COc1cccc(-c2cc3nc(-c4ccccc4)cc(=O)n3[nH]2)c1	-1.8	i	i
CCCN(CCC)S(=O)(=O)c1ccc(C(=O)N2CCC(=O)c3ccccc32)cc1	-0.6	i	i
CCc1ccc(NC(=O)c2ccc(C3SCC(=O)N3CCc3ccccc3)cc2)cc1 (stereo not drawn)	-0.4	i	i
COc1ccccc1CCNC(=O)c1cnccn1	nt	i	i
CC(=O)Nc1ccc([N+](=O)[O-])c(CS(=O)(=O)c2ccc(C)cc2)c1[N+](=O)[O-]	-1.1	i	i
CCOc1ccccc1C(=O)NC(C(=O)Nc1cccc(S(N)(=O)=O)c1)C(C)C (stereo not drawn)	0.1	i	i
CCc1cccc2c(=O)c(C(=O)NCCN3CCOCC3)c[nH]c12	1.8	i	i
CCOc1ccccc1NC(=O)Nc1ccncc1	0.7	i	i
COc1ccc(N(C)C(=O)Cn2c(=O)oc3ccccc32)c(OC)c1	0.1	i	i
COc1ccc(-c2cc(C)no2)cc1S(=O)(=O)N(C)c1ccc(C)cc1	0.3	i	i
COc1cccc(-c2cc(C(F)(F)F)n3ncc(C(=O)O)c3n2)c1	-0.9	i	i
OC(COC(c1ccc(F)cc1)c1ccc(F)cc1)CN1CCCC1 (stereo not drawn)	18	i	i
COc1ccc(Cl)cc1NC(=O)Nc1ccc(C(=O)N2CCCC2)cc1	0.4	i	i
COc1ccccc1NC(=O)COc1ccc(/C=N/NC(=O)CSCc2ccc(Cl)cc2)cc1	-0.8	i	i

New compounds follow.
SMILES	STK33 kinase inh	CHT PAM	CHT block
O=[N+]([O-])c1cccc(N2Cc3ccccc3C2)c1	3.5	i	i
CCOC(=O)c1ccc(NC(=O)CCSCCc2ccccn2)cc1	-0.2	i	i
Cc1ccc(C(=O)n2cnnc2N)cc1	-1.3	i	i
CCc1cc(C)cc(OCCNC(=O)c2ncn[nH]2)c1	-0.1	i	i
Cc1cccc(C(=O)N(Cc2nc3ccccc3c(=O)[nH]2)C2CCCCC2)c1	0.9	i	i
COc1ccc(Cl)cc1NC(=O)NCc1ccccn1	-1.6	i	i
Cc1ccc(F)cc1NC(=O)CCC(=O)c1cccs1	-0.3	i	i
O=C(/C=C/c1ccco1)N1CCN(c2ccc(F)cc2)CC1	-0.7	i	i
Cc1cccc(N(CC(=O)NCc2ccco2)C(=O)CCC(=O)Nc2nccs2)c1C	-0.9	i	i
Cc1cc(C)cc(NC(=O)C2CCCN2S(=O)(=O)c2ccc3c(c2)n(C)c(=O)c(=O)n3C)c1 (stereo not drawn)	2.4	i	i
Cc1cc(=O)n2[nH]c(CCC(=O)O)nc2n1	-0.6	i	i
CC1CCc2cc(F)ccc2N1C(=O)CSc1nnc2c(n1)[nH]c1ccc(F)cc12 (stereo not drawn)	-1.3	i	i
O=C1c2oc3ccc(F)cc3c(=O)c2C(c2ccccc2)N1CC1CCCO1 (stereo not drawn)	-1.5	i	i
CCOc1ccc(/C=C(/NC(=O)c2ccc(Cl)cc2)C(=O)O)cc1OCC	-1.0	i	i
Clc1ccc(CN2CCCCCC2)cc1	nt	i	i
COc1cc(OC)c(C2C3=C(CCCC3=O)Nc3nc4ccccc4n32)cc1OC (stereo not drawn)	-0.2	i	i
Cc1ccccc1NC(NC(=O)c1cccnc1)C(Cl)(Cl)Cl (stereo not drawn)	0.4	i	i
Cc1onc(-c2ccccc2)c1C(=O)n1cccn1	-1.2	i	i
CC(C)COC(=O)Nc1nnc(SCCOc2ccccc2)s1	-1.1	i	i
CCN(CC)S(=O)(=O)c1cccc(NN=c2c(=O)c3ccccc3c2=O)c1	-1.2	i	i
CC12CCC(=O)N1C(C(=O)N1CCN(S(=O)(=O)c3cccc(Cl)c3)CC1)CS2 (stereo not drawn)	-0.7	i	i
COc1cc(SC)ccc1C(=O)NCCc1ccccc1	1.1	i	i
COc1ccc(Cl)cc1N(CC(=O)N1CCCCCC1)S(C)(=O)=O	-1.9	i	i
O=C(CSCc1c(F)cccc1Cl)NCCSCc1ccco1	0.7	i	i

An excerpt of the results above:
SMILES	STK33 kinase inh	CHT PAM	CHT block
Clc1ccc(CN2CCCCCC2)cc1	nt	i	i
COc1cc(OC)c(C2C3=C(CCCC3=O)Nc3nc4ccccc4n32)cc1OC (stereo not drawn)	-0.2	i	i
Cc1ccccc1NC(NC(=O)c1cccnc1)C(Cl)(Cl)Cl (stereo not drawn)	0.4	i	i
Cc1onc(-c2ccccc2)c1C(=O)n1cccn1	-1.2	i	i
CC(C)COC(=O)Nc1nnc(SCCOc2ccccc2)s1	-1.1	i	i

(continued)
SMILES	STK33 kinase inh	CHT PAM	CHT block
CCC1CCCCN1CCCNC(=O)CSc1nc2nc(C)c(Cc3ccccc3)c(C)n2n1 (stereo not drawn)	-1.3	i	i
O=C(CCCn1c(=S)[nH]c2cc3c(cc2c1=O)OCO3)N1CCN(c2ccccc2F)CC1	0.1	i	i
Cc1ccc(OCC(=O)Nc2ccc([N+](=O)[O-])cc2)cc1	-0.1	i	i
O=C(Cn1cnc2c(nnn2Cc2ccc(F)cc2)c1=O)N1CCCCC1	-2.6	i	i
O=C(COCc1cc(-c2ccc3c(c2)OCO3)on1)N1CCN(c2cccc(Cl)c2)CC1	0.0	i	i
COc1ccc(C)cc1S(=O)(=O)n1cnc(C)c1	-1.7	i	i
CCOCCCNC(=O)C(Cc1ccccc1)NS(=O)(=O)c1cccc2nsnc12 (stereo not drawn)	-1.9	i	i
CCCCCOc1ccc(NC(=O)C(=O)NCC2CCCN2CC)cc1 (stereo not drawn)	-0.3	i	i
COc1ccc(/C(O)=C2/C(=O)C(=O)N(CCCN(C)C)C2c2ccccc2)cc1OC (stereo not drawn)	-0.5	i	i
COc1ccc(-n2c(C)nc3sc4c(c3c2=O)CCCC4)cc1	-0.5	i	i
CCc1cccc(NC(=O)c2ccc3c(=O)n4c(nc3c2)CCCCC4)c1	-1.2	i	i
Cc1ccc(CCNC(=O)C2CCC(=O)N2Cc2cccnc2)cc1 (stereo not drawn)	-2.1	i	i

Gathered by group: those above with a nitro group on carbon
SMILES	STK33 kinase inh	CHT PAM	CHT block
COc1ccc(/C=N/NC(=O)c2ccn[nH]2)cc1Cn1nc(C)c([N+](=O)[O-])c1C	2.1	i	i
O=[N+]([O-])c1ccc(Cl)c(CN2CCSCC2)c1	0.5	i	i
O=C(Cn1cc([N+](=O)[O-])cn1)Nc1ccccn1	-0.3	i	i
CC(=O)Nc1ccc([N+](=O)[O-])c(CS(=O)(=O)c2ccc(C)cc2)c1[N+](=O)[O-]	-1.1	i	i
O=[N+]([O-])c1cccc(N2Cc3ccccc3C2)c1	3.5	i	i
Cc1ccc(OCC(=O)Nc2ccc([N+](=O)[O-])cc2)cc1	-0.1	i	i

(continued)
SMILES	STK33 kinase inh	CHT PAM	CHT block
c1ccc(-c2nnc(N3CCOCC3)c3ccccc23)cc1	-0.4	i	i
COc1ccccc1/C=C(/C(=O)OCC(=O)Nc1ccccc1C(C)C)c1ccccc1	-0.4	i	i
CCc1c(C)nc2ncnn2c1N1CCCC(C(=O)Nc2ccc(NC(C)=O)cc2)C1 (stereo not drawn)	-4.3	i	i
CCOC(=O)c1c(N)sc2c1CCN(CCc1ccccc1)C2	0.2	8.1*	i
CC(C)N=C(Nc1ccccc1)c1cccnc1	-1.5	i	i
CSc1nsc(NC(=O)Nc2ccccc2)n1	-0.2	i	i
Cc1c(NC(=O)Nc2ccccc2)cccc1[N+](=O)[O-]	0.7	i	i
O=C(CCN1CCOCC1)N1CCCC(Nc2cccc(F)c2)C1 (stereo not drawn)	-2.3	i	i
COc1nccnc1NS(=O)(=O)c1ccc(NCc2ccccc2O)cc1	-1.3	i	i
CC1CCCCN1C(=O)CSc1nc2c(c(=O)n(C)c(=O)n2C)n1C (stereo not drawn)	1.4	i	i
Brc1cc2c(cc1Cn1c(-c3cncs3)nc3ccccc31)OCO2	0.3	i	i
O=C(NNS(=O)(=O)c1ccccc1F)c1ccccc1-n1cccc1	-0.9	i	i
O=S(=O)(N/N=C/c1c(F)cccc1Cl)c1ccccc1	-0.9	i	i
Cc1ccc(S(=O)(=O)CCC(=O)OCC(=O)N(C)CC(=O)Nc2ccc(F)cc2)cc1	-2.6	i	i
CCOC(=O)c1[nH]c(C)c(C(=O)NCc2ccc(OC)cc2)c1C	-0.1	i	i

Screening data deposited in PubChem BioAssay by several laboratories.
